Source: PubChem (several laboratories)
PPC-1+TRAIL kill: compounds killing PPC-1 cancer cells with TRAIL present (potentiator screen, no TRAIL-free arm); PPC-1 cells + TRAIL, ATPLite viability luminescence; cell killing (% activity), % at 4 µM; 220,000 compounds, 0.41% hits;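 active means cell killing above 50% in the first pass at 4 µM, then a duplicate retest at 5 µM averaging 50% or more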;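 further: plate controls were cells with TRAIL plus DMSO for no effect and medium-only wells lacking cells for full effect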
L929 necroptosis: blocks zVAD induced death of L929 cells. AID 1377. L929 zVAD necroptosis rescue, ATP luminescence, 24 h; with zVAD 60 µM. 220,000 compounds, 0.38% hits. viability rescue, % at 10 µM;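 active means activation, scaled between plate controls, above about 75%, limit read from the data; inactive means activation under that limit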;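 further: 0% = zVAD with DMSO and 100% = DMSO alone without zVAD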
TbHK1 inh: T. brucei hexokinase 1 inhibition | recombinant TbHK1, G6PDH-coupled NADH A340 | inhibition, % at 10 µM | 220,000 compounds, 0.11% hits | AID 1430;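 active means inhibition of 50% or more in the single-dose primary screen; inactive means inhibition below 50%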
PGE2 EP2 inh: blocks the human prostaglandin E2 receptor EP2. P43116. C6 glioma cells expressing human EP2, cAMP TR-FRET; cells stimulated with saturating PGE2. inhibition, % at 25 µM. 260,000 compounds, 0.52% hits;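 active means percent inhibition above 40 after rounding to a whole number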;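 further: rat C6 glioma host cells with rolipram phosphodiesterase inhibitor present; the protocol text gives 20 µM as final concentration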
Target sequence (P43116 whole entry, looked up): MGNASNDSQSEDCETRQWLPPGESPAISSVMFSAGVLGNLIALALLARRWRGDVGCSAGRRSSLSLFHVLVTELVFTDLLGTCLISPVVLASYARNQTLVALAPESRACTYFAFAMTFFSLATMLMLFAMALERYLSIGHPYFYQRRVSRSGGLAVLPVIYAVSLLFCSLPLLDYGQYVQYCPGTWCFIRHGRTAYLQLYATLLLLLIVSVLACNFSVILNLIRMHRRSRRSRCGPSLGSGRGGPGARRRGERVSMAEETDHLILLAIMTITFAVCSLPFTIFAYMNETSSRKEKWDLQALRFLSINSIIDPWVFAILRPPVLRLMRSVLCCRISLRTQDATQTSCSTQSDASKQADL
TNF necrop inh: TNF-alpha cell death inhibition in Jurkat FADD-/- cells; 220,000 compounds, 0.068% hits; activation (protection from cell death), % at 10 µM; Jurkat FADD-/- TNF necroptosis rescue, ATP luminescence, 24 h; 0 = TNF only, 100 = no-TNF cells;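 active means activation, meaning protection from cell death, of at least 50% relative to plate controls; inactive means activation below 50%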;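 further: necroptosis triggered by 40 ng/mL TNF-alpha added together with compound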
FXIIa inh 1536: inhibitors of human coagulation factor XIIa; inhibition, % at 5 µM; purified FXIIa, Boc-QGR-AMC fluorogenic substrate, 2 h; P00748; 220,000 compounds, 0.3% hits; in the data active means inhibition above about 40%;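 further: 0% = enzyme with no compound and 100% = blank without enzyme; many of its hits are not listed in these tables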
Target sequence (P00748 20-372 limits assumed): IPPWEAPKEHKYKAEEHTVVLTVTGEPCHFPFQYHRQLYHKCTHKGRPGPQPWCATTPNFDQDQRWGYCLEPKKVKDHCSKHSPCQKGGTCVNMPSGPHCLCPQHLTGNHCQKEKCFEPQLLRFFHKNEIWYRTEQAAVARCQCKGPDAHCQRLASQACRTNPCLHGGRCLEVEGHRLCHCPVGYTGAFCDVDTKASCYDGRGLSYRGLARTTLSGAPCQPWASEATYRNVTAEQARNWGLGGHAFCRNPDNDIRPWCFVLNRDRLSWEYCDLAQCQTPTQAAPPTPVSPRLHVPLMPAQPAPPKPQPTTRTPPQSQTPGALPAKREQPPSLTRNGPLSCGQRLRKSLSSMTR
Target sequence (P00748 373-615 limits assumed): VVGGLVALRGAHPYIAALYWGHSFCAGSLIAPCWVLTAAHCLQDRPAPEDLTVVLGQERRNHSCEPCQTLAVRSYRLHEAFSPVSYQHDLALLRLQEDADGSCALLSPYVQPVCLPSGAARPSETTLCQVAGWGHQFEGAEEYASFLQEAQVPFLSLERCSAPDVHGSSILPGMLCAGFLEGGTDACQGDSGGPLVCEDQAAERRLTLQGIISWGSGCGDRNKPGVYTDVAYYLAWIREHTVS
CHOP inhibitor: blocks CHOP induction under ER stress | CHO-K1 CHOP-promoter luciferase, tunicamycin-induced, 15-18 h | inhibition, % at 10 µM | 220,000 compounds, 3.8% hits | AID 2732;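 active means compounds that reduced the stress-induced luciferase reporter signal by more than about 70% of percent inhibition, limit read from the data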;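 further: 0% = tunicamycin plus vehicle and 100% = wells without tunicamycin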
FXIa inh 1536: inhibitors of human coagulation factor XIa; P03951; purified FXIa, Boc-Glu-Ala-Arg-AMC fluorogenic substrate; inhibition, % at 5 µM; 220,000 compounds, 0.14% hits; AID 798;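 active means inhibition of at least 40%; inactive means inhibition below 40%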;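 further: fluorescence of freed AMC excited at 355 nm; 0% = enzyme without compound and 100% = no enzyme blank; many of its hits are not listed in these tables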
Wee1 degr inh: inhibitors of human Wee1 degradation. HeLa Luc-Wee1K328M stability, luciferase luminescence; 100% = proteasome inhibitor MG132 effect. reporter increase, % at 5 µM. 220,000 compounds, 1.2% hits. AID 1321;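 active means activation above the mean of all tested compounds plus 3 SD, set per screening run, cut at about 8.8% in these data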;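 further: cells exposed to compound for 20 h before luminescence read; 0% = DMSO alone and 100% = MG132 at 30 µM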
An asterisk follows results filed as active; · = not tested or not shown; & = joins results of further samples.

SMILES	PPC-1+TRAIL kill	L929 necroptosis	TbHK1 inh	PGE2 EP2 inh	TNF necrop inh	FXIIa inh 1536	CHOP inhibitor	FXIa inh 1536	Wee1 degr inh
Cc1ccc2nc(COc3ccc(Cl)cc3)cc(=O)n2c1	15	-1.0	-1	4	0.8	8	-20	3	-2
COc1ccc(OC)c(C2=NOC(C(=O)Nc3cc(C)nn3-c3ccccc3)C2)c1 (stereo unspecified)	-7	-2.1	-12	12	1.7	8	20	1	1
COc1ccc(NC(=O)COc2ccc(CNCCCN3CCOCC3)cc2OC)cc1	28	0.3	-5	6	-2.3	13	11	2	-3
Nc1ccc(Oc2ccc([N+](=O)[O-])cc2[N+](=O)[O-])cc1	27	0.2	-15	9	-2.2	27	28	19	1
O=C(NCc1nc2ccccc2[nH]1)c1ccc(Cl)c(S(=O)(=O)N2CCCC2)c1	8	-0.6	4	13	2.4	8	-10	-8	-1
COc1ccccc1CNC(=O)C(=O)NCC1CCCO1 (stereo unspecified)	26	0.2	1	-1	0.1	17	12	8	-1
CCCSC(=O)N(CC)CC(=O)Nc1c(CC)cccc1CC	13	0.2	-6	7	0.9	20	8	4	2
COCCn1c(=S)[nH]c2cc(C(=O)N3CCC(C(N)=O)(N4CCCCC4)CC3)ccc2c1=O	-2	3.7	-20	0	1.0	7	1	-1	0
COc1ccc(C(=O)Nc2cc(OCc3ccccc3)c(Cl)cc2Cl)cc1	-1	0.0	-3	12	-2.4	10	-1	4	2
CCOc1ccc(NC(=O)CCCN2C(=S)NC(C)(C)CC2C)cc1 (stereo unspecified)	18	0.8	29	8	1.2	9	2	-2	-2
O=C(NC1CCCCC1)NC1(C(=O)NCCCN2CCOCC2)CCCCC1	6	0.0	6	12&8	0.8	17	31	17	1
COc1ccc(OC)c(NC(=O)CN2C(=O)NC3(CCOc4ccccc43)C2=O)c1 (stereo unspecified)	23	0.4	0	8	1.8	3	-8	0	-1
CCOC(=O)c1ccc(COC(=O)CNS(=O)(=O)c2ccccc2)cc1	20	0.1	-5	1	0.1	14	15	4	-2
O=C(Nc1ccccc1C(=O)O)c1ccc2ccccc2n1	22	-0.1	-3	11	-3.4	24	0	2	4
COc1ccc(CCNc2nc(-c3cccc(NC(C)=O)c3)cs2)cc1OC	34	1.1	0	6	-2.4	6	21	-6	2
COc1ccc(-n2cnnc2SCc2csc(-c3ccccc3)n2)cc1	-4	0.3	3	0	-1.9	12	-18	5	-1
COc1ccc(NS(=O)(=O)c2cc(NC(=O)/C=C/c3ccccc3OC)ccc2N2CCCCC2)cc1	0	0.8	-26	10	0.5	5	3	-1	-2
Cc1ccccc1CSc1nnc(-c2cnccn2)n1C	-10	0.2	-10	12	3.6	11	3	-3	2
O=C1N=c2ccccc2=C1c1sc(=S)n(Cc2ccccc2Cl)c1O	5	-0.8	-5	13	-5.9	5	4	5	1
COC(=O)CNc1c(-c2ccccn2)nc2ccc(Br)cn12	31	0.2	1	11	-1.9	-2	-21	-1	-1
CC(=O)C1=C(O)C(=O)N(Cc2cccnc2)C1c1ccc(Cl)cc1 (stereo unspecified)	12	1.1	-20	17	-0.6	4	1	1	-1
O=C(N/N=C/C=C\c1ccco1)c1cccs1	15	0.1	-43	5	-0.5	5	-9	0	2
COc1ccc(CNC(=O)c2c(N)n(CCCN3CCOCC3)c3nc4ccccc4nc23)cc1	1	1.6	-32	6	-6.6	11	64	-1	0
CCC(O)c1c(-c2ccccc2)nn(C)c1Cl (stereo unspecified)	20	2.1	-9	9	0.8	4	26	-3	-1
COC(C(=O)Nc1ccc(S(=O)(=O)Nc2cccc3ccccc23)cc1)c1ccccc1 (stereo unspecified)	-7	0.7	-2	15	6.2	8	18	13	0
Cc1ccc(C)c(S(=O)(=O)N2CC(=O)N(CCc3ccccc3)C(=O)C2)c1	22	·	2	6	3.4	12	58	4	-2
O=C(NC(=S)Nc1cccc2[nH]ncc12)c1ccccc1	26	1.8	1	5	-0.2	11	30	-3	3
CCC(C)C(NC(=O)c1ccccc1NC(=O)c1ccco1)C(=O)NC1CCCCC1 (stereo unspecified)	0	-0.2	1	16	2.1	14	6	1	-1
COC(=O)N/N=C/c1c[nH]c2ccccc12	8	0.8	30	7	1.8	23	3	17	4
Cc1nn(CCC(=O)NNC(=S)Nc2cccc(Cl)c2)c(C)c1[N+](=O)[O-]	14	-1.2	12	8	-1.9	10	13	6	3
CC(NC(=O)C1C(=O)N(CCO)C2(C)CC1c1ccccc1O2)c1ccccc1 (stereo unspecified)	-18	0.8	0	12	-0.5	0	-4	1	0
CCOC(=O)C1=C(C)N=C2SC(C(=O)OC)=CC(=O)N2C1c1cc(OC)c(OC)c(OC)c1 (stereo unspecified)	10	2.2	-11	6	-0.8	20	2	21	-3
CCN1/C(=C\c2ccc3cc(C)ccc3[n+]2CC)Sc2cc(C)c(C)cc21	39	3.4	4	61*	-16	6	55	-6	2
CC1=C(C(=O)Nc2ccccc2)C2(CCCCC2)C(C(N)=O)C(=S)N1 (stereo unspecified)	10	1.4	-17	2	2.2	3	7	2	2
CCN(CC)C(=O)Cc1c(O)c2ccccc2[nH]c1=O	-2	0.0	-7	10	2.0	8	-14	1	4
CC1CC2(NC(=O)NC2=O)C(C)CN1C (stereo unspecified)	8	0.7	-2	14	-0.6	5	19	-2	-1
CCCCC(Sc1nc(N)c(NC(=O)c2ccc(OC)cc2)c(=O)[nH]1)C(=O)O (stereo unspecified)	9	1.8	9	7	0.0	6	-5	-2	0
CC(=O)Nc1ccc(S(=O)(=O)NNC(=O)COc2cc(C)ccc2C(C)C)cc1	-8	-0.2	-6	12	-1.3	1	24	-1	0
CCn1c(SCC(=O)N2CCc3ccccc3C2)nc2sc(C)c(C)c2c1=O	12	0.1	-8	6	1.6	1	12	9	0
Cc1ccc(-n2c(C)c([N+](=O)[O-])c3ccc(O)cc32)cc1	1	1.1	5	1	6.8	5	54	11	1
Cc1nc2c(-c3ccccc3)c(C)nn2c(C)c1CCC(=O)O	6	0.2	-12	9	0.4	17	-1	8	-2
OCCN(C=NC1=NN(c2cccc(C(F)(F)F)c2)CC1)CCO	29	0.4	-8	10	-1.7	16	42	4	-2
CSc1nnc(-c2cccn(Cc3cccc(Cl)c3)c2=O)o1	15	1.3	-32	8	2.3	-13	-3	-20	0
COC(=O)C1=C(C(=O)OC)[C@@H]2N(C)c3ccc(OC)cc3[C@@]23C[C@@H](C(=O)OC)N(C(=O)c2ccc(Br)cc2)C3=N1	-5	0.6	-29	16	-3.7	8	12	0	·
CC1CC1C(=O)OCc1cc(=O)n2cc(Br)ccc2n1 (stereo unspecified)	23	0.0	-13	25	-0.2	18	38	-7	2
CC(C)c1ccc(S(=O)(=O)Nc2ccc(SC(F)F)cc2)cc1	15	1.7	2	8	-0.3	-6	101*	-6	3
S=C(NCCCN1CCOCC1)Nc1ccc(N2CCOCC2)cc1	-2	3.6	2	10	0.0	6	-2	-5	-2
Cc1onc(-c2c(Cl)cccc2Cl)c1C(=O)NCC1CCCO1 (stereo unspecified)	5	-0.3	0	15	-1.9	14	12	1	-1
O=C(COC(=O)c1cccc([N+](=O)[O-])c1)NCc1ccc2c(c1)OCO2	1	0.5	-7	9	0.8	1	14	5	-3
Cc1ccc(C(=O)NN2C(=O)C3C4C=CC(C5CC45)C3C2=O)cc1 (stereo unspecified)	-9	1.1	2	4	0.7	4	-5	-3	-2
Nc1ccc(C2CCCc3nonc32)c2nonc12 (stereo unspecified)	32	0.1	-6	7	-2.0	16	64	2	-1
OCCN(CCO)CC(O)Cn1c2ccccc2c2ccccc21 (stereo unspecified)	13	1.3	-19	3	1.4	16	-3	0	4
CN(C)CC(=O)Nc1nc(-c2ccccc2)cs1	-7	0.2	-6	9	0.9	17	32	3	-1
CC1CN(/C(=N\S(=O)(=O)c2ccccc2)c2ccccc2)CC(C)O1 (stereo unspecified)	12	0.1	3	8	-0.1	10	5	0	3
N#Cc1c(-c2ccccc2)nc(N2CCCCCC2)[nH]c1=O	8	0.1	-2	29	-1.6	-1	20	-18	0
N#C/C(=C\c1ccc([N+](=O)[O-])cc1)C(=O)Nc1ccccc1O	-8	0.8	15	18	0.6	14	13	4	-2
O=c1sc(Nc2ccccc2)nc2ccsc12	26	0.3	-10	4	-1.6	12	29	2	-1
CCCCNC(=O)C(=O)N/N=C/c1ccc(OCC(=O)Nc2cccc(OC)c2)c(OC)c1	18	1.8	-22	5	1.2	11	99*	5	2
CC(=O)c1cccc(NC(=O)C=C(C)C)c1	-20	0.2	-1	4	-1.7	-8	27	-10	-2
Cc1cc(C)cc(N(C(=O)c2snc(C(N)=O)c2N)C(C(=O)NCC2CCCO2)c2cccs2)c1 (stereo unspecified)	8	3.6	-17	13	-0.4	-3	4	1	0
COc1ccc(NC(=O)c2cc(C(C)C)on2)c(OC)c1	7	3.3	-3	10	-0.2	11	-10	6	0

Grouped by structure: the entries above containing a halogen
SMILES	PPC-1+TRAIL kill	L929 necroptosis	TbHK1 inh	PGE2 EP2 inh	TNF necrop inh	FXIIa inh 1536	CHOP inhibitor	FXIa inh 1536	Wee1 degr inh
Cc1ccc2nc(COc3ccc(Cl)cc3)cc(=O)n2c1	15	-1.0	-1	4	0.8	8	-20	3	-2
O=C(NCc1nc2ccccc2[nH]1)c1ccc(Cl)c(S(=O)(=O)N2CCCC2)c1	8	-0.6	4	13	2.4	8	-10	-8	-1
COc1ccc(C(=O)Nc2cc(OCc3ccccc3)c(Cl)cc2Cl)cc1	-1	0.0	-3	12	-2.4	10	-1	4	2
O=C1N=c2ccccc2=C1c1sc(=S)n(Cc2ccccc2Cl)c1O	5	-0.8	-5	13	-5.9	5	4	5	1
COC(=O)CNc1c(-c2ccccn2)nc2ccc(Br)cn12	31	0.2	1	11	-1.9	-2	-21	-1	-1
CC(=O)C1=C(O)C(=O)N(Cc2cccnc2)C1c1ccc(Cl)cc1 (stereo unspecified)	12	1.1	-20	17	-0.6	4	1	1	-1
CCC(O)c1c(-c2ccccc2)nn(C)c1Cl (stereo unspecified)	20	2.1	-9	9	0.8	4	26	-3	-1
Cc1nn(CCC(=O)NNC(=S)Nc2cccc(Cl)c2)c(C)c1[N+](=O)[O-]	14	-1.2	12	8	-1.9	10	13	6	3
OCCN(C=NC1=NN(c2cccc(C(F)(F)F)c2)CC1)CCO	29	0.4	-8	10	-1.7	16	42	4	-2
CSc1nnc(-c2cccn(Cc3cccc(Cl)c3)c2=O)o1	15	1.3	-32	8	2.3	-13	-3	-20	0
COC(=O)C1=C(C(=O)OC)[C@@H]2N(C)c3ccc(OC)cc3[C@@]23C[C@@H](C(=O)OC)N(C(=O)c2ccc(Br)cc2)C3=N1	-5	0.6	-29	16	-3.7	8	12	0	·
CC1CC1C(=O)OCc1cc(=O)n2cc(Br)ccc2n1 (stereo unspecified)	23	0.0	-13	25	-0.2	18	38	-7	2
CC(C)c1ccc(S(=O)(=O)Nc2ccc(SC(F)F)cc2)cc1	15	1.7	2	8	-0.3	-6	101*	-6	3
Cc1onc(-c2c(Cl)cccc2Cl)c1C(=O)NCC1CCCO1 (stereo unspecified)	5	-0.3	0	15	-1.9	14	12	1	-1

These rows are one share of the data (hit frequency here may not be typical).
